Bioassay records (PubChem BioAssay)
14-3-3 Bad PPI = inhibitors of 14-3-3 zeta/Bad binding, primary screen, biochemical, TR-FRET, bovine 14-3-3 zeta; 14-3-3 protein zeta/delta (Bos taurus), P63103; TR-FRET 14-3-3zeta/Dy647-pBad peptide displacement, 1 h; inhibition, % at 21.7 µM; actives 0.71% (n = 220,000); AID 781, 2007;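 active = inhibition above about 70%, limit read from the data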;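 note: 0% = full 14-3-3 plus peptide FRET controls and 100% = background without 14-3-3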
Runt-CBFb FRET = inhibitors of RUNX1 Runt–CBFb binding, primary screen, biochemical, FRET, Cerulean-Runt, Venus-CBFb, uHTS; actives 0.46% (n = 220,000); inhibition, % at 20 µM; Runt-related transcription factor 1 (Homo sapiens) + Core-binding factor subunit beta …; Cerulean-Runt/Venus-CBFb FRET ratio 530/480, 1 h;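 active = inhibition over about 50% at 20 µM in the single-dose screen, limit read from the data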;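 note: 0% = DMSO wells and 100% = excess unlabeled CBFb competitor control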
Target sequence (Q01196 whole entry, looked up): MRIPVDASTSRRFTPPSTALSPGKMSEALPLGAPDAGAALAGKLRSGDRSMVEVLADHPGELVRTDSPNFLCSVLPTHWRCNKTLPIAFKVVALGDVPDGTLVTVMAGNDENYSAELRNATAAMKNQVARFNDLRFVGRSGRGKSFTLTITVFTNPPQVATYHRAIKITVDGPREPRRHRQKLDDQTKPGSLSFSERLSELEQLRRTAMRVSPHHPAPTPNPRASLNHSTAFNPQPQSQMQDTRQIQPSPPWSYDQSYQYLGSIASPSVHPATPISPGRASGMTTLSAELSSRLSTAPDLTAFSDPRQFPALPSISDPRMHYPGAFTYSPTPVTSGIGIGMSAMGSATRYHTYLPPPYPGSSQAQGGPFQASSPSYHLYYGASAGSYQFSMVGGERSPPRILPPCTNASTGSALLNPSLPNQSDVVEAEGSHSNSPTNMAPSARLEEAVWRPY
Target sequence (Q13951 whole entry, looked up): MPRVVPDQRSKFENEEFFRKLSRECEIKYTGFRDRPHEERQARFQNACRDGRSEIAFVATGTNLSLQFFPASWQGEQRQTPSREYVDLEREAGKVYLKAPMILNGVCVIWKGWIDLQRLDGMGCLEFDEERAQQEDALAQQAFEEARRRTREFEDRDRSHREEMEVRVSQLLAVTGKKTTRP
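test system = Cerulean-Runt domain fusion protein, energy donor | probe or stimulus = Venus-CBFb binding partner, 100 nM | incubation = two 1 h room-temperature incubations shielded from light | detection = fluorescence energy transfer, 422 nm excitation, 530/480 nm emission | measure = loss of energy transfer signal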
NCF1 inh = p47phox/p22phox peptide binding inhibitors, primary screen, biochemical, uHTS, NADPH oxidase regulatory subunit | Neutrophil cytosol factor 1 (Homo sapiens), P14598 | AID 1274, 2008 | actives 0.53% (n = 220,000) | fluorescence polarization, 2 h | inhibition, % at 24.7 µM;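 active = inhibition above about 30%, limit read from the data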;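 note: 0% = p47phox with labelled peptide and 100% = labelled peptide alone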
Hck-Nef inh = inhibitors of Nef-activated human Hck kinase, primary screen, biochemical, Z-Lyte FRET, 384-well, Hck-YEEI; actives 0.68% (n = 220,000); inhibition, % at 20 µM; Recombinant Hck-YEEI plus Nef, Z-Lyte FRET kinase assay; AID 463187, 2010; Tyrosine-protein kinase HCK (Homo sapiens), P08631;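 active = Hck-Nef kinase inhibition above about 50%, limit read from the data; inactive = inhibition below that limit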;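 note: 0% = DMSO with Hck plus Nef and 100% = Hck alone without Nef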
zVAD death inh = inhibitors of zVAD-triggered necroptosis, primary screen, L929 cells | viability rescue, % at 10 µM | actives 0.38% (n = 220,000) | L929 zVAD necroptosis rescue, ATP luminescence, 24 h; with zVAD 60 µM;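 active = activation, scaled between plate controls, above about 75%, limit read from the data; inactive = activation under that limit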;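 note: 0% = zVAD with DMSO and 100% = DMSO alone without zVAD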
Mdm2 ligase inh = MDM2-luciferase reporter signal enhancers, primary screen, MDM2 E3 ligase inhibitor project, cell-based, luminescence, 1536-well | cell-based MDM2 ubiquitination luciferase reporter, 2 h; 0 = plate control, 100 = twice control, blank-subtracted | signal enhancement, % at 5 µM | actives 0.11% (n = 210,000);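 active = signal enhancement of 30% or more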;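 note: luminescence tracks abundance of the self-degrading MDM2-luciferase fusion protein; higher signal means inhibition of MDM2 E3 ligase activity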
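Test system: mammalian cells stably expressing self-ubiquitinating, self-degrading MDM2 E3–luciferase fusion; Amount: 2000 cells in each well; Medium: DMEM; Schedule: 4 h settle plus 2 h compound, 37 °C; Technique: SteadyLite luciferase luminescence after 15 min room-temperature reagent incubation; Benchmarks: plate control and blank wells.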
Tb hexokinase = Trypanosoma brucei hexokinase 1 inhibitors, primary screen, biochemical, G6PDH-coupled NADH absorbance, MLSCN library; actives 0.11% (n = 220,000); recombinant TbHK1, G6PDH-coupled NADH A340; AID 1430, 2008; inhibition, % at 10 µM;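 active = inhibition of 50% or more in the single-dose primary screen; inactive = inhibition below 50%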
Runt-SMMHC FRET = inhibitors of RUNX1 Runt–CBFb-SMMHC binding, primary screen, biochemical, FRET, Cerulean-Runt, Venus-CBFb-SMMHC, uHTS. Runt-related transcription factor 1 (Homo sapiens) + Core-binding factor subunit beta …. Cerulean-Runt/Venus-CBFb-SMMHC FRET ratio 530/480, 1 h. actives 0.74% (n = 220,000). inhibition, % at 20 µM;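 active = mean inhibition across duplicate retests at 20 µM reaching about 50%, limit read from the data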;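 note: 0% = DMSO wells and 100% = wells with excess untagged CBFb-SMMHC; inhibitors lower the FRET ratio by blocking Runt binding to CBFb-SMMHC; some results filed as inactive read as strong as hits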
EBV gp42 block = Epstein-Barr virus gp42 inhibitors, primary screen, biochemical, uHTS, fluorescence polarization; Fluorescence polarization binding assay, mP read-out; inhibition, % (tested at 21.74 µM); actives 0.42% (n = 220,000); AID 1085, 2008; in the data active = inhibition above about 50%
Target sequence (Q1HVG2 whole entry, looked up): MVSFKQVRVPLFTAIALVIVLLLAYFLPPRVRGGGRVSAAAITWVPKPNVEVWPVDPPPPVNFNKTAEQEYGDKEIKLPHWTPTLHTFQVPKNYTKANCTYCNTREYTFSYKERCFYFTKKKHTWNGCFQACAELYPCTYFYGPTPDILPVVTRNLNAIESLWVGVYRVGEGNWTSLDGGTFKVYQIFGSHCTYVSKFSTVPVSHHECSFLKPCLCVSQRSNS
The depositor's hits bear a star; nt = not tested or not shown; [ ] = remark or other dose.

Order of results – Mdm2 ligase inh	EBV gp42 block	Runt-SMMHC FRET	Hck-Nef inh	Tb hexokinase	NCF1 inh	Runt-CBFb FRET	zVAD death inh	14-3-3 Bad PPI
1. COc1ccc(C2NC(=O)C(C#N)=C(S)N2c2ccccc2)cc1OC (stereo not given)
  -4	4	1	29	-20	0	3	2.8	-6
2. CCOC(=O)C1C(=O)CC(C)(O)C(C(=O)OCC)C1c1ccc(SC)cc1 (stereo not given)
  -4	-2	-2	-4	0	-17	-2	-1.1	-12
3. CC(=O)c1ccc(NC(=O)COC(=O)c2ccccc2Sc2ccccc2C#N)cc1
  -3	-1	-1	4	4	-8	3	0.1	-2
4. O=C1C(Cl)=C(N2CCN(Cc3ccccc3)CC2)C(=O)N1c1ccccc1
  -5	-9	10	2	-2	-12	29	0.0	-3
5. Cc1cc(=O)oc(C)c1C(=O)NCCc1ccccc1
  -13	-2	-8	1	4	3	-2	0.6	5
6. Cn1c(=O)c2c(nc(N3CCOCC3)n2CC(=O)C23CC4CC(CC(C4)C2)C3)n(C)c1=O
  -7	-20	0	0	-1	-7	-1	-0.3	-5[fluorescence artefact?]
7. S=c1[nH]nc2n1CCCN2
  -10	-10	0	1	0	-11	-1	0.0	-1
8. Cc1ccc(C)c(N2CCN(c3ncnc4c3cnn4-c3ccccc3)CC2)c1
  -6	-19	-3	1	-11	-11	0	0.2	-10
9. CCN(CC)C(=O)CC(c1ccc2c(c1)OCO2)c1c(O)cc(OC)cc1OC (stereo not given)
  -2	-21	2	27	-3	-17	1	0.3	-2
10. COc1ccc(CC(=O)NNc2ncnc3c2cnn3-c2ccccc2)cc1
  5	-12	-6	0	-5	-12	-2	0.4	9[fluorescence artefact?]
11. COc1ccc(C2SCC(=O)N2c2c(C)n(C)n(-c3ccccc3)c2=O)cc1OC (stereo not given)
  -10	-1	0	-1	3	9	0	0.0	-6
12. COCC(=O)Nc1nc2n(n1)C(c1ccc(OC)cc1)CC(c1ccc(OC)cc1)N2 (stereo not given)
  -13	-3	-1	5	-2	-7	3	-0.2	-17[fluorescence artefact?]
13. Cc1ccc([N+](=O)[O-])cc1N1C(=O)CS/C1=N\NC(=O)c1cccnc1
  -13	-12	0	21	0	2	0	2.9	-9
14. COc1ccc(-n2c(C)nc3c(cnn3-c3ccc(C)cc3)c2=O)cc1
  -14	2	-1	5	3	-3	-1	-0.1	5
15. CN1C(=O)N(C)C2(c3ccccc3)N(C)C(=O)NC12c1ccccc1 (stereo not given)
  -6	7	0	1	-1	49*	-1	-0.3	5
16. COc1c(Cl)cc(Cl)cc1CNc1ccc(S(N)(=O)=O)cc1
  9	-7	-7	-2	-3	nt	0	1.0	69
17. Cc1ccc2c(c1)c(-c1ccccc1)nc1nnnn12
  -3	-13	0	23	-9	-11	0	0.6	-5
18. COc1ccc(CCn2c(N)c(C(=O)NCc3ccco3)c3nc4ccccc4nc32)cc1OC
  -14	2	25	35	-17	-15	8	-0.3	0[fluorescence artefact?]
19. COC(=O)COc1ccc(-c2ccc(F)cc2)cc1C=O
  2	-9	-2	48	-8	-8	nt	1.1	0
20. COc1cccc(C(=O)Nc2ccc(N3CCN(Cc4ccccc4)CC3)cc2)c1
  -11	-17	4	-1	-10	-13	3	0.2	-12

Order of results – Mdm2 ligase inh	EBV gp42 block	Runt-SMMHC FRET	Hck-Nef inh	Tb hexokinase	NCF1 inh	Runt-CBFb FRET	zVAD death inh	14-3-3 Bad PPI
21. CC(C)CN(Cc1cc(=O)oc2cc3c(cc12)CCCC3)CC(C)C
  -2	-2	2	-6	2	-4	-2	-0.1	1
22. O=C(Nc1ccccn1)c1ccc(Br)c(S(=O)(=O)N2CCCCC2)c1
  9	15	-1	3	5	-6	-1	0.0	-8
23. O=C(O)COc1ccccc1/C=N/NC(=O)c1cccc(S(=O)(=O)Nc2cccc(Cl)c2)c1
  -14	-4	1	18	-13	-4	0	1.1	-5
24. Cc1ccc(Cl)cc1N1CCN(C(=O)C2CCN(S(C)(=O)=O)CC2)CC1
  -6	-4	0	-11	0	3	-2	2.2	-2
25. O=S(=O)(c1ccc(Cl)nc1)N(Cc1ccccc1)Cc1ccccc1
  4	-19	-3	-2	0	-3	0	0.5	3
26. O=C(/C=C/c1ccco1)Nc1cccc(-c2nc3ccccc3[nH]2)c1
  -11	6	-2	5	-25	-88	11	3.6	-13[fluorescence artefact?]
27. Cc1ccc(NC(=O)C[n+]2cc(-c3ccccc3)n3c2CCC3)cc1
  -8	2	1	6	-1	-7	0	-0.1	-4
28. CN(C)CCNC(=S)Nc1ccc(Br)cc1
  -4	-3	3	-1	0	-10	-1	-0.8	-11[fluorescence artefact?]
29. Cc1cccc(C)c1NC(=O)CS(=O)CC(=O)NCCCc1ccccc1 (stereo not given)
  7	-21	0	2	-1	-13	3	0.3	-5[fluorescence artefact?]
30. Fc1cc(Cl)c(OCc2noc(-c3ccsc3)n2)c(Cl)c1
  1	5	0	-7	-3	5	0	-0.1	8
31. CC(=O)Nc1cc2c(=O)n(Cc3ccccc3)c(C)nc2cc1N1CCOCC1
  23	-10	0	0	-3	-8	2	0.2	33
32. Cc1ccc2cccc(OC(=O)c3ccc4c(c3)OCCO4)c2n1
  -5	11	2	3	-2	7	-2	0.0	-2
33. Cc1ccc(C)c(-n2c(-c3cccnc3)n[nH]c2=S)c1
  -6	4	4	2	0	1	6	0.2	-10
34. COc1ccc(OC)c(-c2csc(N(C)C(=O)Cc3ccccc3)n2)c1
  -11	-3	-2	1	-2	-7	-2	0.8	-11
35. CCN(CC)C(=O)c1cnn(-c2ccccc2)c1NC(=O)c1cccc(F)c1
  -24	-1	4	-21	19	-10	-1	-1.5	-3
36. COc1ccc(NC(=O)Cc2ccccc2)cc1
  nt	-7	0	6	1	-19	2	0.3	0[fluorescence artefact?]
37. CC(=O)N1CCN(CC(=O)Nc2ccc([N+](=O)[O-])cc2Br)CC1
  -9	-12	2	20	-12	-6	0	-0.5	-11
38. CCc1cc2c(SCC(=O)Nc3ccc(Cl)cn3)ncnc2s1
  -4	-40	-26	13	-4	-32	0	0.3	66[fluorescence artefact?]
39. OC(COc1ccc2c(c1)OCO2)CN1CCCC1 (stereo not given)
  -2	-18	2	0	4	0	2	0.3	-5
40. Cc1nn(C)c(C)c1/C=C1/SC(=S)NC1=O
  -22	-54	-8	0	-36	-1	0	1.3	-5[fluorescence artefact?]

Arranged by formula weight (lowest first): part of the list above
Order of results – Mdm2 ligase inh	EBV gp42 block	Runt-SMMHC FRET	Hck-Nef inh	Tb hexokinase	NCF1 inh	Runt-CBFb FRET	zVAD death inh	14-3-3 Bad PPI
28. CN(C)CCNC(=S)Nc1ccc(Br)cc1
  -4	-3	3	-1	0	-10	-1	-0.8	-11[fluorescence artefact?]
30. Fc1cc(Cl)c(OCc2noc(-c3ccsc3)n2)c(Cl)c1
  1	5	0	-7	-3	5	0	-0.1	8
22. O=C(Nc1ccccn1)c1ccc(Br)c(S(=O)(=O)N2CCCCC2)c1
  9	15	-1	3	5	-6	-1	0.0	-8

More records:
Order of results – Mdm2 ligase inh	EBV gp42 block	Runt-SMMHC FRET	Hck-Nef inh	Tb hexokinase	NCF1 inh	Runt-CBFb FRET	zVAD death inh	14-3-3 Bad PPI
41. O=C(CCN1C(=O)/C(=C/c2ccccc2Cl)SC1=S)NNC(=O)c1cccnc1
  -55	4	-3	9	-16	-8	2	-1.2	24
42. CO/N=C(\C(=O)N[C@@H]1C(=O)N2C(C(=O)O)=C(COC(C)=O)CS[C@H]12)c1csc(N)n1 (stereo in doubt)
  nt	-6	0	-6	9	6	-1	66	-1
43. CC(Sc1nc2cc(Cl)ccc2s1)C(=O)Nc1cccc(S(=O)(=O)N2CCOCC2)c1 (stereo not given)
  -4	-27	-2	0	28	-25	-4	0.7	-23[fluorescence artefact?]
44. CC(NC(=S)NCCCN1CCOCC1)C1CC2CCC1C2 (stereo not given)
  -6	-14	0	17	2	-10	0	0.1	-5
45. CCOCCCNC(=O)C1CCN(S(=O)(=O)CC)CC1
  -18	-4	-2	0	7	0	0	0.7	-6
46. CCC(C)(C)n1nnnc1CN1CCC(O)(c2cccc(C(F)(F)F)c2)CC1
  -4	-10	nt	5	-3	-9	nt	0.5	2
47. COC(=O)N/N=C/c1ccc(-c2cc(Cl)cc(Cl)c2)o1
  0	-21	-1	2	-30	-5	-2	4.7	-4
48. COc1ccc(CCNS(=O)(=O)c2ccc3c(c2)oc(=O)n3C)cc1OC
  -5	-8	3	1	5	-6	-1	0.9	16
49. NC(=O)C1(N2CCCCC2)CCN(C(=S)Nc2ccc(F)cc2)CC1
  2	0	-1	2	5	-3	3	0.8	-11
50. CCOC(=O)c1c(NC(=O)c2ccoc2C)sc2c1CCC2
  -3	-26	-2	-7	-10	-13	-3	0.0	nt
51. COc1ccc2nc(-c3ccccc3)cc(OC)c2c1
  7	10	0	1	15	-16	-3	1.7	18
52. CC(C)CNC(=S)NNC(=O)c1ccco1
  1	2	-5	7	11	-9	4	-0.8	-9
53. Cc1cc(-c2nnc(CSc3nnc(NC(=O)c4ccc(C(C)(C)C)cc4)s3)o2)ccc1[N+](=O)[O-]
  -13	-9	0	26	-5	-8	-3	0.2	-3
54. Cc1cc(NC(=O)CCN2C(=O)c3ccccc3C2=O)no1
  -1	3	-7	-1	-8	0	-2	1.4	-3
55. Cc1nc2ncnn2c(C)c1CCC(=O)Nc1ccc(S(=O)(=O)N2CCCCCC2)cc1
  -12	4	3	0	10	-9	-1	0.7	-2
56. Cc1ccc2cc(CCNC(=O)C(C)C)c(=O)[nH]c2c1
  -8	-3	0	-7	-1	-5	-1	0.6	10

The order is random; 3.2% or so of the library scored in one or more.
